From PubChem
OXTR agonist – human OXTR agonists, primary screen, fluorescence, CHO-OTR cells, Fluo-8 calcium; Oxytocin receptor (Homo sapiens), P30559; Fluo-8 calcium fluorescence; normalized: DMSO 0%, oxytocin 100%; activation, % at 3 µM; hit rate 0.32% among 320,000;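 active means activation above the mean of all tested compounds plus 3 SD, cutoff set per screening run, cut at about 20% in these data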;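 further: peak over basal fluorescence ratio from a 100 s FLIPR kinetic read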
Target sequence (P30559 whole entry, looked up): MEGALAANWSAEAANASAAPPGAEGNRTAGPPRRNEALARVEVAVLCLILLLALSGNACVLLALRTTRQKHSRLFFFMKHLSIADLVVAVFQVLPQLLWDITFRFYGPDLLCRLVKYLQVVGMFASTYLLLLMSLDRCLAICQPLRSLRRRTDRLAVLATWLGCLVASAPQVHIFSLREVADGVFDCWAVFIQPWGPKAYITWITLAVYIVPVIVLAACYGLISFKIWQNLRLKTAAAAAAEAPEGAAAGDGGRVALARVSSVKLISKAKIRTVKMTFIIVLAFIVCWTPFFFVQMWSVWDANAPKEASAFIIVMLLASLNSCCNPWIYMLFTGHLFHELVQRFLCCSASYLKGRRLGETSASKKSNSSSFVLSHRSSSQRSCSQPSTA
V1R ag counter – agonists of human V1a receptor, primary screen, counter-screen for OXTR agonist project, fluorescence, CHO-V1R cells; hit rate 0.25% among 320,000; Fluo-8 calcium fluorescence, agonist mode; 0% DMSO, 100% 3 nM vasopressin; AID 2797, 2010; activation, % at 3 µM;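 active means activation above the mean activation of all tested compounds plus 3 SD, per screening run, cut at about 20% in these data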;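 further: signal is peak over basal fluorescence ratio across a 100 second FLIPR read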
Target sequence (P37288 whole entry, looked up): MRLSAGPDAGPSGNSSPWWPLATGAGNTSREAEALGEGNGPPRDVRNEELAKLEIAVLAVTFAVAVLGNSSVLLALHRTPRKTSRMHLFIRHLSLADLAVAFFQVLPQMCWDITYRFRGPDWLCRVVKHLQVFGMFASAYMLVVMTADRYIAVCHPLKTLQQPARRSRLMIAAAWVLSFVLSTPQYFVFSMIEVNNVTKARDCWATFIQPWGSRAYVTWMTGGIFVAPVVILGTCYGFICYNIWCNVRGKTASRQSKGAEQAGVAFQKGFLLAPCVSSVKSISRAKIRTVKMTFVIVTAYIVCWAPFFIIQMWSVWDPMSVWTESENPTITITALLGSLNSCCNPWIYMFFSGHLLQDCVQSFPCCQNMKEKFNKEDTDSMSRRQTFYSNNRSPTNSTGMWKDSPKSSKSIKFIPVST
GalR3 antagonist – GalR3 antagonists in HEK293 cells, primary screen, cell-based, fluorescence readout. HEK293 GalR3-CNG cAMP membrane potential fluorescence; galR3 body fused to GalR1 C-terminus. inhibition, % at 3 µM. hit rate 0.44% among 360,000. Galanin receptor type 3 (Homo sapiens), O60755;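 active means inhibition above the screen-wide average plus 3 SD, cut at about 13% in these data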;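 further: forskolin and galanin both at EC90 stimulate the cells; cAMP rise reported by CNG channel membrane potential dye signal; 0% = forskolin plus galanin with DMSO and 100% = forskolin alone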
Target sequence (O60755 1-299 limits assumed): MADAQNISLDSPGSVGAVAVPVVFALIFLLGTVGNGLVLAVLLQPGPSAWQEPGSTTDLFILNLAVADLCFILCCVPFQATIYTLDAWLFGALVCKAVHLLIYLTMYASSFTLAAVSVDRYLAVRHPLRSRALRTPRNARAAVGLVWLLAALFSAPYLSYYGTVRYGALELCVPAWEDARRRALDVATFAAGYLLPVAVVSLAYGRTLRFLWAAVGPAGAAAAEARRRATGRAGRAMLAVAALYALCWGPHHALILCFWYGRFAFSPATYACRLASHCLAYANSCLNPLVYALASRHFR
Starred values were filed as active, the others as inactive. An excerpt; rates above refer to the full screens.

SMILES | OXTR agonist | V1R ag counter | GalR3 antagonist
COc1ccccc1NCCC(=O)OCC(=O)Nc1ccccc1F | 6.2 | 5.7 | -6
Cc1ccc2nc(SCC(=O)N3CC(C)OC(C)C3)nc(=O)n2c1 (centres undefined) | -1.0 | 6.3 | 4
CSCCC(NC(=O)c1ccccc1)C(=O)OCC(=O)NCc1ccco1 (centres undefined) | -0.7 | -0.4 | 4
Cc1cccc(C(=O)NCC(=O)N(C)Cc2nc3ccccc3c(=O)[nH]2)c1 | 0.5 | 0.2 | -2
CC(C)Oc1ccccc1/C=N/n1nnnc1N | -2.0 | -1.6 | -2
COc1cc(/C=C/C(=O)OCC(=O)c2ccc3c(c2)NC(=O)CO3)ccc1OC(F)F | 1.1 | 1.3 | 0
CCN(CC(=O)NCc1cccs1)C(=O)c1cccc(S(=O)(=O)Nc2cccc(C)c2)c1 | -0.1 | 0.2 | -3
CC(=O)Nc1cccc(NC(=O)c2ccccc2OCc2c(C)noc2C)c1 | 0.3 | 0.8 | -2
Cc1c(Cl)cccc1NC(=O)CNC(=O)Cc1c[nH]c2ccccc12 | 1.4 | 0.7 | -8
CCN(CC(=O)Nc1ccccc1C(F)(F)F)C(=O)c1cc2c(s1)CCCCC2 | -0.9 | 2.6 | -4
COCCN(Cc1ccccc1)C(=O)c1cc(S(=O)(=O)N2CCCCCC2)ccc1OC | -2.3 | -0.2 | -5
O=S(=O)(c1ccc(SCCOc2ccccc2Cl)nc1)N1CCCC1 | 1.7 | 3.8 | -5
COc1ccc(S(=O)(=O)Nc2ccc3c(c2)N(C(C)=O)CCC3)cc1OC | -0.1 | 2.7 | -6
Cc1ccc(C(=O)NCC(=O)OCC(=O)N(CC(C)C)c2c(N)n(Cc3ccccc3)c(=O)[nH]c2=O)cc1 | 0.1 | 0.4 | -5
O=C1C2CCc3ccccc3C2N1c1ccccc1 (centres undefined) | -2.1 | -1.3 | -4
COc1ccc(OC)c(-c2nn(-c3ccccc3)cc2C(=O)N2CCc3ccccc3C2)c1 | -0.8 | 0.5 | -6
COc1ccc(OC)c(S(=O)(=O)N2CCC3(CC2)OCCN3S(=O)(=O)c2cccs2)c1 | 1.3 | 2.3 | -5
COC(=O)[C@]1(C)N[C@H](CN(C)S(=O)(=O)c2ccccc2)[C@@H]2C(=O)N(Cc3ccccc3)C(=O)[C@@H]21 | 0.3 | 0.8 | -8
COc1ccc(-c2nnc(SC)nc2-c2ccc(OC)c([N+](=O)[O-])c2)cc1[N+](=O)[O-] | 0.5 | 0.6 | -5
O=C(CCNS(=O)(=O)c1ccccc1F)N1CCN(Cc2ccccc2)CC1 | 0.5 | 0.3 | 4
O=c1cc(-c2ccc(O)cc2)oc2c(C3O[C@H](CO)[C@@H](O)[C@H](O)[C@H]3O)c(O)cc(O)c12 (some centres undefined) | 0.2 | -0.5 | -2
Cc1cccc(C(=O)NCC(=O)NC(C)c2ccc(-n3ccnc3)cc2)c1 (centres undefined) | 0.1 | -0.8 | -3
CCCCOc1ccc(C(=O)NCC(=O)NCCCn2nc(C)cc2C)cc1 | -1.8 | -0.6 | -3
COc1ccc([C@H]2Cc3cc(O)cc(O)c3C(=O)O2)cc1O | 4.7 | 1.4 | 3
CCCn1c(N)c(C(=O)CSc2nnc(C3CC3)n2Cc2ccccc2)c(=O)n(C)c1=O | 2.0 | 3.9 | -1
CCc1ccc(S(=O)(=O)N2c3ccc(C)cc3C3CN(C)CCC32)cc1 (centres undefined) | 6.6 | 1.5 | -4
O=C(Nc1cccc(S(=O)(=O)N2CCCC2)c1)c1cccc(OC(F)F)c1 | -1.5 | 0.9 | -1
CCC(=O)c1cc(F)ccc1OCC(=O)Nc1ccc2c(c1)OCCO2 | -1.5 | -1.0 | 4
COc1ccccc1C(=O)NC(=O)CSc1nc2nc(C)cc(C)n2n1 | -0.6 | 0.7 | -5
CCCNC(=O)N1C2=NC(C(=O)OC)=C(C(=O)OC)[C@@H]3N(Cc4ccccc4)c4ccccc4[C@]23C[C@H]1CO | 0.7 | 0.2 | -1

Compound profiles (already shown). Values in the order: OXTR agonist	V1R ag counter	GalR3 antagonist
Listed for `CCCn1c(N)c(C(=O)CSc2nnc(C3CC3)n2Cc2ccccc2)c(=O)n(C)c1=O` = 2.0	3.9	-1
Listed for `O=c1cc(-c2ccc(O)cc2)oc2c(C3O[C@H](CO)[C@@H](O)[C@H](O)[C@H]3O)c(O)cc(O)c12` (some centres undefined) = 0.2	-0.5	-2

Further results follow:
SMILES | OXTR agonist | V1R ag counter | GalR3 antagonist
COc1ccc(C(C#N)c2cnccn2)cc1OC (centres undefined) | -1.0 | 0.6 | -6
Nc1ccn(CC(=O)NCc2ccc3c(c2)OCO3)c(=O)n1 | 0.0 | -0.5 | 0
O=C(C1CCC1)N1CCN(S(=O)(=O)c2ccc(F)cc2)CC1 | 0.1 | 0.5 | 0
Cc1ccc(S(=O)(=O)N2CCN(C(=O)C3CC3C)CC2)c(C)c1 (centres undefined) | -1.7 | 1.2 | 0
O=C(Cn1cnc2c(OCc3ccccc3)ncnc21)NCc1ccccc1 | 0.2 | 2.6 | 0
COC(=O)C1CCN(C(=O)COC(=O)c2ccc(=O)n(Cc3ccccc3)n2)CC1 | -0.3 | 0.2 | -5
O=C(COC(=O)c1ccc2c(c1)OCCO2)Nc1ccc(F)cc1F | 2.0 | 2.7 | -2
CNS(=O)(=O)c1ccc(C(=O)NCC(=O)NCCc2ccc3c(c2)OCCO3)cc1 | 0.6 | -0.2 | 3
O=S(=O)(c1ccc(N2CCN(Cc3ccccc3)CC2)nc1)N1CCCC1 | 0.9 | 2.0 | -5
O=C(c1ccc(C(F)(F)F)cc1)N1CCN(c2ccc(N3CCOCC3)nn2)CC1 | -1.4 | 0.1 | -5
COc1ccc(C2CC(c3ccccc3)=NN2C(=O)COC(=O)c2ccc(S(C)(=O)=O)cc2)cc1 (centres undefined) | 2.6 | 1.2 | -1
Cc1ccc(NS(=O)(=O)c2ccc(C(=O)N3CC(C)CC(C)C3)cc2)cc1 (centres undefined) | 69* | 43* | -8
Cc1noc(C)c1COc1ccc(C(=O)NNC(=O)c2ccccc2)cc1 | 0.6 | 0.9 | -5
CC(Sc1ccccn1)C(=O)Nc1ccc2c(c1)OCCO2 (centres undefined) | 0.4 | -1.0 | -3
Cc1ccc(CNC(=O)c2ccc(N3CCC4(CC3)CC(c3ccccc3)=NO4)c(NC(=O)c3cccc(C)c3)c2)cc1 | 0.0 | 1.5 | -1

3 entries picked at random from those above, as already listed:
SMILES | OXTR agonist | V1R ag counter | GalR3 antagonist
CCCCOc1ccc(C(=O)NCC(=O)NCCCn2nc(C)cc2C)cc1 | -1.8 | -0.6 | -3
CCCNC(=O)N1C2=NC(C(=O)OC)=C(C(=O)OC)[C@@H]3N(Cc4ccccc4)c4ccccc4[C@]23C[C@H]1CO | 0.7 | 0.2 | -1
COc1ccccc1NCCC(=O)OCC(=O)Nc1ccccc1F | 6.2 | 5.7 | -6

An excerpt from above, reduced to OXTR agonist.
| Molecule | OXTR agonist |
| --- | --- |
| COc1ccc(C(C#N)c2cnccn2)cc1OC (centres undefined) | -1.0 |
| CSCCC(NC(=O)c1ccccc1)C(=O)OCC(=O)NCc1ccco1 (centres undefined) | -0.7 |
| COc1ccccc1C(=O)NC(=O)CSc1nc2nc(C)cc(C)n2n1 | -0.6 |

Remaining list, next part.
SMILES | OXTR agonist | V1R ag counter | GalR3 antagonist
Cc1ccc(OCC(=O)OCC(=O)Nc2ccc3c(c2)OCO3)cc1C | 8.1 | 5.3 | -3
Cc1ccc(C)c(S(=O)(=O)N2CCN(C(=O)Cn3c(=O)cnc4ccccc43)CC2)c1 | 0.4 | 0.9 | -4
CCN1C(=O)[C@H]2[C@@H](c3ccc(-c4ccc(F)cc4)cc3)N3CCCC[C@@]3(C(=O)OC)[C@H]2C1=O | 1.0 | 1.9 | -4
O=C(NCCc1ccc(F)cc1)C(=O)Nc1cc2c3c(c1)CC(=O)N3CCC2 | -0.8 | 0.0 | -4
Cc1ccc(C(=O)NCC(c2ccco2)N2CCCCC2)s1 (centres undefined) | -0.5 | 0.0 | -6
O=C(Nc1ccc(Cl)c(S(=O)(=O)N2CCOCC2)c1)c1ccc2c(c1)OCO2 | 6.1 | 6.1 | -9
O=S(=O)(NCCN1CCOCC1)c1ccc2ccccc2c1 | 1.3 | 1.1 | -1
CC(C)CN(C(=O)CN(C)CC(=O)Nc1ccc(Cl)c(C(F)(F)F)c1)c1c(N)n(CC(C)C)c(=O)[nH]c1=O | 0.9 | 0.9 | -8
O=C(CSc1nnc(-c2cccc(Br)c2)o1)N1CCNC1=O | 6.7 | 4.7 | -6
CCOc1ccccc1NC(C)C(=O)NC(=O)NC1CCCCC1 (centres undefined) | -1.9 | 0.3 | -7
COC(=O)c1ccsc1NC(=O)CS(=O)(=O)c1ccccc1 | -0.5 | 0.9 | -3
COc1cc(C(=O)OC(C)C(=O)N2CCCC2)cc2c1OCCO2 (centres undefined) | 6.2 | -0.1 | -5
COc1ccc(S(=O)(=O)NCC(c2ccco2)N2CCc3ccccc32)cc1 (centres undefined) | -2.3 | -1.9 | -5
COc1ccc([C@@H](NC(=O)OC(C)(C)C)C(=O)OC(C)(C)C)cc1 | -1.5 | -1.3 | -7
CCN(CC(=O)Nc1ccc(NC(C)=O)cc1)C(=O)c1ccc(COc2ccccc2)o1 | 0.1 | 0.8 | -5

Later entries.
Results follow in this order: OXTR agonist, V1R ag counter, GalR3 antagonist
Cc1ccsc1C(=O)NNC(=O)c1ccccc1F
 : 1.6, 1.3, -4
CC(C)(C)OC(=O)N1CCN(C(=O)c2nc[nH]c2C(=O)N2CCN(C(=O)OC(C)(C)C)CC2)CC1
 : 1.1, -0.3, -5
Cc1ccc(NC(=O)c2ccc(=O)[nH]n2)cc1S(=O)(=O)Nc1ccc(SC(F)F)cc1
 : 3.3, 1.9, -8
O=C1NCCOC(=O)[C@H](Cc2ccc(F)cc2)C/C=C\C[C@@H]1CC(=O)N(CCO)Cc1ccccc1
 : -0.7, 0.6, -7
CC(CNC(=O)Cn1ccc(N)nc1=O)c1ccccc1 (centres undefined)
 : 0.9, 0.6, -3
CS(=O)(=O)N1Cc2ccccc2CC1C(=O)OCC(=O)NCc1ccccc1 (centres undefined)
 : -0.3, 0.6, -5
O=C(NCC1CCCO1)c1cn(Cc2ccccc2)nc1-c1ccccc1 (centres undefined)
 : 0.1, 0.1, -4
Cc1ccc(C(=O)CCC(=O)OCC(=O)N(CC(C)C)c2c(N)n(Cc3ccccc3)c(=O)[nH]c2=O)cc1
 : -1.2, -0.3, -5
CC1CCN(C(=O)COC(=O)COc2ccccc2C#N)CC1
 : 0.0, 0.9, -5
Clc1cc2cccnc2c2ncccc12
 : -1.6, 0.9, -7
CCCCn1c(N)c(N(CCOC)C(=O)CSCc2ccccc2C)c(=O)[nH]c1=O
 : 1.1, -0.4, -2
Cc1ccc(S(=O)(=O)N2CCOCC2)cc1C(=O)OCC(=O)Nc1ccc2[nH]c(=O)[nH]c2c1
 : 0.7, -0.2, -2
CCOc1ccccc1OCC(=O)OC(C)C(=O)Nc1ncc(Cl)cc1Cl (centres undefined)
 : 0.4, 0.4, -3
COc1ccc(-c2cc3ncccc3cn2)cc1
 : -0.2, -0.9, -7
CCc1ccc(Nc2nnc(SCC(=O)c3c(N)n(C4CC4)c(=O)[nH]c3=O)s2)cc1
 : 0.0, 3.4, 2
CCOc1ccc(S(=O)(=O)NCCC(=O)OCC(=O)NC(=O)c2cccn2C)cc1
 : 2.4, 1.9, -6
CN(C)C(CNC(=O)CN1C(=O)NC2(CCCC2)C1=O)c1ccccc1 (centres undefined)
 : 0.8, 0.8, -4
CC1CCC(NC(=O)c2cc3ccccc3cc2O)CC1 (centres undefined)
 : -2.3, -0.1, -6
O=C(NCCc1c[nH]c2ccccc12)OCCCCOC(=O)NCCc1c[nH]c2ccccc12
 : 10, 9.1, -4
Cc1ccsc1C(=O)OCC(=O)N1CCN(c2ccccc2)CC1
 : 0.5, 0.6, -6
C=CC[C@@H](CC(=O)N[C@@H](CO)Cc1ccccc1)C(=O)N[C@@H](COC(=O)[C@@H](CC=C)Cc1ccc(F)cc1)Cc1c[nH]c2ccccc12
 : 0.8, 0.7, -7
O=C(COC(=O)COc1ccccc1[N+](=O)[O-])NCc1ccc2c(c1)OCO2
 : 0.3, 1.0, -3
Cc1ccc(C)c(S(=O)(=O)N2CCCC2CNC(=O)C(=O)NC2CCCC2)c1 (centres undefined)
 : 0.1, -0.2, -5
CN(CC(=O)Nc1ccc(F)c(F)c1F)C(=O)c1ccc(-n2cncn2)cc1
 : 1.5, 1.0, -7
Cc1ccc(NC(=O)CSc2nnc(N)s2)cc1S(=O)(=O)N1CCOCC1
 : 0.6, -0.9, -2
Cc1ccc(OCCC(=O)OC(C)C(=O)Nc2ccc(Cl)cn2)cc1 (centres undefined)
 : -2.4, -1.2, -2
NC(=O)c1ccc(SCC(=O)OCC(=O)N2CCN(C(=O)c3ccco3)CC2)c([N+](=O)[O-])c1
 : 0.1, 0.0, 1
COC(=O)c1ccc(CNC(=O)CNC(=O)c2sc3ccccc3c2Cl)cc1
 : -0.8, 0.2, -5
C[C@H](NC(=O)c1ccco1)C(=O)NNC(=O)COc1cccc(C(F)(F)F)c1
 : 1.4, 0.2, -3
Cc1cccc(C(=O)NCC(=O)N2CCN(S(=O)(=O)c3cc(C)ccc3C)CC2)c1
 : -1.2, 0.7, -4
O=C(NCC1CCCN1S(=O)(=O)c1cccs1)C(=O)Nc1ccc(F)cc1 (centres undefined)
 : 1.3, 2.8, -2
O=C(Nc1cc(S(=O)(=O)N2CCOCC2)ccc1OCC(F)(F)F)c1ccc(N2CCCC2=O)cc1
 : 0.1, 0.6, 8
